Screening results as filed in PubChem.
M5 ag: CHRM5 agonism in calcium assay; P08912; CHO-K1 hM5 cells, Fluo-8 calcium fluorescence; 0% DMSO wells, 100% maximal acetylcholine response; activation, % at 3 µM; 0.19% of 360,000 active; AID 624037;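 active = activation above the run's mean over test compounds plus 3 SD, cut at about 23% in these data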;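 also: signal is peak over basal fluorescence ratio across the kinetic read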
Target sequence (P08912 whole entry, looked up): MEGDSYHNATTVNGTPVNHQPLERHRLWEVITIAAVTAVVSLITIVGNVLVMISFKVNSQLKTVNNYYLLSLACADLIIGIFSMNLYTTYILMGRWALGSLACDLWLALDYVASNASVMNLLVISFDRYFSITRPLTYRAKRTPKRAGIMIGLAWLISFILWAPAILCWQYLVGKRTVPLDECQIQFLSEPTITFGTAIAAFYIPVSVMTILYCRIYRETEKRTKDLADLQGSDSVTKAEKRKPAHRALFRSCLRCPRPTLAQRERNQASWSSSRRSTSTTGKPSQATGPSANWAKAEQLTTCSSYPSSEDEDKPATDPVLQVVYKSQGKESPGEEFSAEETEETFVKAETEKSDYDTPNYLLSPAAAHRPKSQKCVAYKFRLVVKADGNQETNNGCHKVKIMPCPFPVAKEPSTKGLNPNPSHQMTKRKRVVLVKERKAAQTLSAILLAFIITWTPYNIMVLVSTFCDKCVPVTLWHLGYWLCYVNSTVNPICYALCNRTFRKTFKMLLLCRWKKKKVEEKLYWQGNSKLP
CHRM4 PAM: CHRM4 positive allosteric modulation; P08173; CHO-K1 hM4/Gqi5, Fluo-8 calcium fluorescence, ACh EC20; 0% = ACh EC20, 100% = maximal ACh; activation, % at 3 µM; 0.4% of 360,000 active;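 active = activation above its plate's cutoff, the mean activation of sample wells plus 3 SD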; also: some results filed as inactive read as strong as hits
Target sequence (P08173 whole entry, looked up): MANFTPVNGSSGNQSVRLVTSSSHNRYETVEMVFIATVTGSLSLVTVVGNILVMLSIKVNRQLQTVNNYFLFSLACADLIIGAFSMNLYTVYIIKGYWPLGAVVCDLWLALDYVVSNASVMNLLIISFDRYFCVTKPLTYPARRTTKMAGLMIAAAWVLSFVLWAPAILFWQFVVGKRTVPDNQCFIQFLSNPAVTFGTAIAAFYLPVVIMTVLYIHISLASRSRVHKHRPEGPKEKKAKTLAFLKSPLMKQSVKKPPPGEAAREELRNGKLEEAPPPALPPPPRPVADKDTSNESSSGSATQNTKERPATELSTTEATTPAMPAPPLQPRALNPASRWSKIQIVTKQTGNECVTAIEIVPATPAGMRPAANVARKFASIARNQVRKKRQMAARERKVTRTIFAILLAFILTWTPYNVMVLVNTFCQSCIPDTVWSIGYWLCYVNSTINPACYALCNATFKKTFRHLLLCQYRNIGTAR
CHRM5 PAM: CHRM5 positive allosteric modulation | P08912 | activation, % at 3 µM | CHO-K1 hM5, Fluo-8 calcium, ACh EC20 PAM; 0% = ACh EC20, 100% = ACh EC100 | 0.3% of 360,000 active | AID 624038;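 active = activation above the run cutoff, the mean activation of all test compounds plus 3 SD, cut at about 18% in these data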
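Assay system: CHO-K1 hM5 cells. Also added: acetylcholine at EC20 concentration, added after compound. Dosing: 3 µM, single dose. Times: compound preincubation 140 s before EC20 acetylcholine addition. Signal: Fluo-8 calcium fluorescence. Measure: % activation relative to EC20 and EC100 ACh responses. Repeats: singlicate, one well per test compound.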
M4 antag: antagonists of human muscarinic M4 receptor (CHRM4); inhibition, % at 3 µM; AID 624125; P08173; 0.73% of 360,000 active; CHO-hM4 cells, ACh EC80, Fluo-8 calcium fluorescence;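 active = inhibition above its plate's cutoff, the mean inhibition of sample wells plus 3 SD, cut at about 27% in these data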;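 also: 0% = acetylcholine EC80 with DMSO and 100% = DMSO without agonist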
CHO-K1 Ca antag: M1 antagonist counterscreen hit in parental CHO-K1 cells; 0.6% of 360,000 active; inhibition, % at 3 µM; AID 602250; ATP-induced calcium, Fluo-8 fluorescence;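 active = inhibition above a per-plate cutoff, the plate's mean sample inhibition plus 3 SD, cut at about 24% in these data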;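 also: 0% = DMSO plus EC80 ATP and 100% = DMSO alone without ATP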
M1 ag parental: counter-screen for M1 agonists: effect in parental CHO-K1 cells; Fluo-8 calcium fluorescence; scaled to maximal ATP response, vehicle zero; activation, % at 3 µM; 0.48% of 360,000 active; AID 602248; in the data active = activation above about 15%;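 also: untransfected CHO-K1 host cells lacking M1 receptor as counterscreen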
CHO-K1 Ca PAM: nonselective activator or artifact in parental CHO-K1 calcium assay; ATP EC20, Fluo-8 calcium fluorescence; 0% at ATP EC20, 100% at ATP max; AID 602247; activation, % at 3 µM; 0.02% of 360,000 active;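 active = activation above the run cutoff, the mean activation of all test compounds plus 3 SD, cut at about 40% in these data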;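 also: peak over basal fluorescence ratio in a 140 s read after ATP addition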
M5 antag: antagonists of human muscarinic M5 receptor (CHRM5) | 0.59% of 360,000 active | CHO-hM5 cells, Fluo-8 calcium fluorescence, ACh EC80 | P08912 | AID 624040 | inhibition, % at 3 µM;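 active = inhibition above a per-plate cutoff, the mean of that plate's test compounds plus 3 SD, cut at about 27% in these data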;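 also: 0% = acetylcholine EC80 with DMSO and 100% = DMSO without agonist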
M4 ag: agonists of human muscarinic M4 receptor (CHRM4) | P08173 | CHO-K1 hM4/Gqi5, Fluo-8 calcium fluorescence; vehicle 0%, full acetylcholine response 100% | activation, % at 3 µM | 0.14% of 360,000 active;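 active = activation above the run mean over all test wells plus 3 SD, cut at about 32% in these data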;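 also: peak over basal fluorescence ratio per well then scaled between controls; 0% = DMSO wells and 100% = acetylcholine at EC100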
The depositor's hits bear a star.

[1] CC1CCc2sc(C(=O)N/N=C/c3ccc(O)cc3)cc2C1 (stereo unspecified)
[2] Clc1ccc(COn2nnc3ccccc32)c(Cl)c1
[3] CCOC(=O)Cc1csc(NC(=O)c2ccco2)n1
[4] Cc1nc(N2CCN(c3ccccc3)CC2)nc2c1C(=O)CC(C)C2 (stereo unspecified)
[5] O=C(CN1CCCCC1)NNC(=O)c1ccc([N+](=O)[O-])cc1
[6] CCCCn1c(C(C)NC(=O)c2cccs2)nc2ccccc21 (stereo unspecified)
assay / compound,1,2,3,4,5,6
M5 ag,-3,-15,2,-1,-3,-10
CHRM4 PAM,-1,1,6,-1,-6,1
CHRM5 PAM,4,-5,0,3,-3,-5
M4 antag,0,-8,4,12,11,-1
CHO-K1 Ca antag,-4,-1,-13,-4,-7,3
M1 ag parental,6.1,-0.7,1.3,0.3,0.8,0.1
CHO-K1 Ca PAM,19,-6,20,6,-2,14
M5 antag,-4,-2,-1,-1,7,-10
M4 ag,-1,-2,3,0,1,0

[7] Cc1ccc(NC(=O)COc2ccc(/C=C3/SC(=Nc4ccccc4)N(Cc4cccnc4)C3=O)cc2)cc1
[8] Cn1c(SCc2c(F)cccc2Cl)nc2ccccc2c1=O
[9] O=C(Oc1cccnc1)c1ccc(Cl)cc1
[10] COc1ccccc1C1/C(=C(\O)c2ccc3c(c2)OCCO3)C(=O)C(=O)N1CCCn1ccnc1 (stereo unspecified)
[11] COCCNC(=O)C(c1ccc(OC)cc1)N(C(=O)Cn1nnc2ccccc21)c1cccnc1 (stereo unspecified)
[12] Cc1ccc(NC(=O)C2=C(O)CCn3c2nc2ccccc23)cc1
assay / compound,7,8,9,10,11,12
M5 ag,2,1,-3,-4,-1,-3
CHRM4 PAM,6,4,-2,-10,-4,20
CHRM5 PAM,-1,2,-2,-2,-4,1
M4 antag,7,-3,7,6,4,-10
CHO-K1 Ca antag,-1,8,2,-16,-1,-8
M1 ag parental,0.5,-0.5,-0.1,0.2,-0.2,1.0
CHO-K1 Ca PAM,12,7,12,19,-12,15
M5 antag,-1,6,0,5,13,-3
M4 ag,1,0,0,1,1,1

[13] CC(=O)Nc1ccc(N=Nc2ccccc2)cc1
[14] S=C(NNc1nc(Nc2ccccc2)nc(N2CCCCC2)n1)NC1CCCCC1
[15] Cc1cc(Oc2ccc(=O)n(C)n2)nc(Oc2ccc(=O)[nH]n2)n1
[16] Cc1nc(C)c(-c2ccc(SCc3cccc(F)c3)nn2)s1
[17] BrC(=C\c1ccccc1)/C=N/N1CCN(c2ccccc2)CC1
[18] Cc1ccc(-c2cc(C(=O)NCCN3CCOCC3)c3ccccc3n2)o1
assay / compound,13,14,15,16,17,18
M5 ag,5,-5,-2,-4,-2,-1
CHRM4 PAM,-1,-3,6,0,-2,1
CHRM5 PAM,0,-8,2,-6,-1,2
M4 antag,-1,0,-3,-6,1,-4
CHO-K1 Ca antag,9,2,-14,-12,-3,-2
M1 ag parental,1.0,12,0.5,1.3,0.3,1.7
CHO-K1 Ca PAM,-9,13,21,-10,3,2
M5 antag,-3,4,-1,5,11,7
M4 ag,5,-1,0,5,0,4

Part of the list above, reduced to CHO-K1 Ca PAM, M1 ag parental and M4 antag:
| No. | Compound | CHO-K1 Ca PAM | M1 ag parental | M4 antag |
| --- | --- | --- | --- | --- |
| 16 | Cc1nc(C)c(-c2ccc(SCc3cccc(F)c3)nn2)s1 | -10 | 1.3 | -6 |
| 15 | Cc1cc(Oc2ccc(=O)n(C)n2)nc(Oc2ccc(=O)[nH]n2)n1 | 21 | 0.5 | -3 |
| 17 | BrC(=C\c1ccccc1)/C=N/N1CCN(c2ccccc2)CC1 | 3 | 0.3 | 1 |
| 13 | CC(=O)Nc1ccc(N=Nc2ccccc2)cc1 | -9 | 1.0 | -1 |

Next part
[19] CCCCCCN1CCN(C2CN(Cc3cn(Cc4cc(C)cc(C)c4)nn3)S(=O)(=O)C2)CC1 (stereo unspecified)
[20] Cc1ccc(C)c(OCCC(=O)NNC(=O)c2cc(C)oc2C)c1
[21] Cc1ccsc1/C=N/NC(=O)c1nnn(-c2nonc2N)c1-c1ccc2c(c1)OCO2
[22] O=C(COc1ccccc1Cl)c1ccc[nH]1
[23] Cc1nn(CC(=O)N2CCC(C)CC2)c(=O)c2cccn12
[24] O=C(c1ccsc1)N1CCCC(N2CCOCC2)C1 (stereo unspecified)
assay / compound,19,20,21,22,23,24
M5 ag,-6,2,7,-4,-1,1
CHRM4 PAM,-6,5,9,-1,12,6
CHRM5 PAM,7,1,6,-4,5,8
M4 antag,7,10,3,2,4,-9
CHO-K1 Ca antag,-11,5,3,8,-3,-4
M1 ag parental,0.8,0.5,1.3,1.9,0.1,-0.6
CHO-K1 Ca PAM,-8,-21,0,9,-20,-19
M5 antag,-8,11,-6,0,-2,-1
M4 ag,2,2,4,0,3,2

3 compounds out of the list, ordered by heavy-atom count, highest first:
[11] COCCNC(=O)C(c1ccc(OC)cc1)N(C(=O)Cn1nnc2ccccc21)c1cccnc1 (stereo unspecified)
[21] Cc1ccsc1/C=N/NC(=O)c1nnn(-c2nonc2N)c1-c1ccc2c(c1)OCO2
[1] CC1CCc2sc(C(=O)N/N=C/c3ccc(O)cc3)cc2C1 (stereo unspecified)
assay / compound,11,21,1
M5 ag,-1,7,-3
CHRM4 PAM,-4,9,-1
CHRM5 PAM,-4,6,4
M4 antag,4,3,0
CHO-K1 Ca antag,-1,3,-4
M1 ag parental,-0.2,1.3,6.1
CHO-K1 Ca PAM,-12,0,19
M5 antag,13,-6,-4
M4 ag,1,4,-1

(list continues)
[25] CN1CCN(CCCCOc2ccccc2-c2ccccc2)CC1
[26] COCCCNC(=O)CCn1c(=O)c2ccccc2n(CC(=O)NCCC2=CCCCC2)c1=O
[27] COc1ccc(S(=O)(=O)N2CCCCCC2)cc1NC(=O)CN(C)Cc1ccc2c(c1)OCO2
[28] O=C(Nc1ccncc1)c1ccc2ccccc2c1
[29] Cn1c(SCC(=O)NCCc2ccccc2)nnc1C1CCCCC1
[30] CCc1ccc(OCCOCC(O)CNC(C)(C)C)cc1 (stereo unspecified)
assay / compound,25,26,27,28,29,30
M5 ag,-9,-2,-9,3,-3,-2
CHRM4 PAM,-3,13,-17,2,3,0
CHRM5 PAM,-7,12,-33,1,-3,-6
M4 antag,-1,4,12,5,-5,3
CHO-K1 Ca antag,9,-18,-14,-8,-14,-7
M1 ag parental,4.0,0.2,0.1,2.8,0.1,0.2
CHO-K1 Ca PAM,11,15,2,5,-13,23
M5 antag,7,3,17,11,8,15
M4 ag,2,0,6,8,1,1

[31] COc1ccc(OCCn2cc(/C=C(\C#N)C(=O)NCc3ccco3)c3ccccc32)cc1
[32] CCC(CC)C(=O)Nc1nnc(S(=O)(=O)N(CC)c2ccc(OC)cc2)s1
[33] O=C(COC(=O)c1ccc(NS(=O)(=O)c2ccc3c(c2)OCCO3)cc1)NCC1CCCO1 (stereo unspecified)
[34] CCOC(=O)c1oc2ccc(Cl)cc2c1NC(C)=O
[35] O=C(CSc1ccc(Br)cc1)NCC1(N2CCCCC2)CCCCC1
[36] Cc1cc(C)n2nc(SCc3nnc(-c4ccccc4Br)o3)nc2n1
assay / compound,31,32,33,34,35,36
M5 ag,0,-3,-8,-1,-1,8
CHRM4 PAM,3,0,1,20*,-3,0
CHRM5 PAM,-2,-5,0,1,-4,2
M4 antag,2,-9,4,-9,3,-6
CHO-K1 Ca antag,13,-6,-8,-16,5,-5
M1 ag parental,0.2,-0.6,0.9,-0.3,0.0,2.8
CHO-K1 Ca PAM,-9,-11,21,23,-11,5
M5 antag,0,-2,1,8,2,-2
M4 ag,3,7,1,2,1,4

[37] O=C(OCC(=O)N1c2ccccc2Sc2ccccc21)c1ccc[n+]([O-])c1
[38] Cc1ccc(C)c(NC(=O)Cn2nnc(-c3ccc(N4CCOCC4)cc3)n2)c1
[39] FC(F)(F)c1cc(-c2ccco2)nc(NCc2ccc(Cl)cc2)n1
[40] COc1cc(/C=N/NC(=O)CNS(=O)(=O)c2ccc(C)cc2)cc(OC)c1OC
[41] COc1ccc(/C=N/NC(=O)Cc2cc(OC)c(OC)cc2[N+](=O)[O-])cc1
[42] CCOC(=O)C(Cc1ccccc1)NC(=O)Cn1nnc(-c2ccccc2)n1 (stereo unspecified)
assay / compound,37,38,39,40,41,42
M5 ag,-1,2,1,4,1,7
CHRM4 PAM,-4,-10,-5,-10,0,-13
CHRM5 PAM,0,0,-2,1,3,-14
M4 antag,1,13,3,4,-10,1
CHO-K1 Ca antag,-7,-8,1,1,-9,-1
M1 ag parental,0.7,1.6,0.5,0.7,1.0,5.3
CHO-K1 Ca PAM,4,-5,17,10,19,5
M5 antag,5,9,-6,-8,-1,15
M4 ag,0,0,-2,1,3,10

[43] Cc1cccc(C(=O)/C=C2/c3ccccc3CC(C)(C)N2C)c1
[44] COc1ccc(OCC(=O)Nc2ccccc2C(=O)N2CCOCC2)cc1
[45] Cn1ncc(S(=O)(=O)Cc2ccccc2)c(Cl)c1=O
[46] Cc1ccc(C(=O)NC(=O)OCCn2c(C)cnc2[N+](=O)[O-])cc1
[47] Cc1cc(C)n(/N=C/c2ccc(C(C)C)cc2)c(=O)c1C#N
[48] O=C(NCCOC(=O)c1ccc(Cl)cc1)c1cccnc1
assay / compound,43,44,45,46,47,48
M5 ag,-5,5,1,6,1,3
CHRM4 PAM,0,4,-6,6,-1,-11
CHRM5 PAM,-8,-5,-1,-1,6,-8
M4 antag,-5,-1,12,-4,5,5
CHO-K1 Ca antag,-9,4,13,-14,-5,-14
M1 ag parental,2.3,17*,4.8,-0.1,-0.1,1.6
CHO-K1 Ca PAM,11,4,10,6,7,3
M5 antag,1,6,5,7,-6,10
M4 ag,3,5,3,1,0,4

[49] Cc1sc2nc(CSC(C)C(=O)Nc3ccccn3)[nH]c(=O)c2c1C (stereo unspecified)
[50] CCOC(=O)CSc1cc(=O)n(C)c2cc(Cl)ccc12
[51] O=C(NC(=O)N1CCCCC1)c1ccc(Cl)cc1
[52] COc1cc(OC)c(NC(=O)c2cncn2-c2ccc(F)cc2)cc1Cl
[53] CCC(C)NC(=O)CCn1c(-c2ccccc2)cc(C(C)=O)c1C (stereo unspecified)
assay / compound,49,50,51,52,53
M5 ag,0,-2,-2,0,0
CHRM4 PAM,5,6,10,9,-4
CHRM5 PAM,1,-1,-4,5,3
M4 antag,2,2,6,8,3
CHO-K1 Ca antag,6,-12,-14,-22,10
M1 ag parental,0.4,0.7,-0.1,-0.1,-0.4
CHO-K1 Ca PAM,-17,24,2,-19,-13
M5 antag,7,8,9,4,-6
M4 ag,1,1,1,1,0
